CDK5 p35 inh = inhibitors of human CDK5/p35 kinase. Recombinant CDK5/p35, ADP-Glo luminescence, 60 min. actives 0.01% (n = 330,000). inhibition, % at 10 µM. Q00535+Q15078;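 active = highest replicate inhibition of at least 50% and at least 75% of replicates reaching 50%; inconclusive = only one of the two criteria met; inactive = both criteria failed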;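 note: plate controls were DMSO neutral control for no effect and GW8510 at 10 µM for full effect; many of its hits are not listed in these tables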
Target sequence (Q00535 whole entry, looked up): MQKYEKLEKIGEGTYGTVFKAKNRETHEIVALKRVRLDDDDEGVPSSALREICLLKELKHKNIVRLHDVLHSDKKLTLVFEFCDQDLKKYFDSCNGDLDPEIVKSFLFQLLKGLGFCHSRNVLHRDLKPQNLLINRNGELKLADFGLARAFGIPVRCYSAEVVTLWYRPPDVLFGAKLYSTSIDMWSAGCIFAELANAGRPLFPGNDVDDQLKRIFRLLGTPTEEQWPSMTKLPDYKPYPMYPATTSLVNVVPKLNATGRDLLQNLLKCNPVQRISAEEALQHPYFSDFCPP
Target sequence (Q15078 whole entry, looked up): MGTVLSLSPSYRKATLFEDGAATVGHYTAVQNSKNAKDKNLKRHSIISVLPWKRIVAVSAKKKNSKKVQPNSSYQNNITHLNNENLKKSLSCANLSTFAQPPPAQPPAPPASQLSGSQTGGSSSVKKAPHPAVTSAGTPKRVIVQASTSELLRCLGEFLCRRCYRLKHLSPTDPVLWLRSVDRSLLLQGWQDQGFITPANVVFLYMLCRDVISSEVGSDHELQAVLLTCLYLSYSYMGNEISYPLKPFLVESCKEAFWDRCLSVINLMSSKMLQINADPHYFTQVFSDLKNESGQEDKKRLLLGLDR
CAL PDZ FP-1 = CAL PDZ (human) peptide binding inhibition; AID 602252; purified CAL PDZ, TMR-peptide fluorescence polarization, 1 h; Q9HD26; actives 0.92% (n = 300,000); inhibition, % at 24.9 µM;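 active = mean inhibition of at least 30% with at least half of replicates also reaching 30%; inconclusive = no clear call, values can overlap the other calls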;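 note: 0% = DMSO neutral control and 100% = excess unlabeled competitor peptide PRC23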
Wnt bcat act = activators of Wnt/beta-catenin signaling; actives 1.2% (n = 300,000); activation, % at 9.35 µM; Wnt/beta-catenin reporter cell assay, activator, plate reader; in the data active = activation above about 30%, passing the limit was not always enough; inconclusive = no clear call, values can overlap the other calls;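 note: 0% = neutral control wells and 100% = positive control wells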
RTF Ca sens act = increases calcium sensitivity of human cardiac regulated thin filaments; P19429+P45379; IANBD-labeled TnC RTF fluorescence at EC20 calcium; 0% EC20 calcium, 100% full calcium; activation, % at 7.2 µM; actives 0.24% (n = 340,000);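 active = activation above the mean over all tested compounds plus 3 SD, cut at about 30% in these data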;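 note: rise in fluorescence read as greater calcium sensitivity of cardiac thin filaments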
Tat transport = E. coli Tat transport inhibition. E. coli MC4100 TorA-mCherry Tat export, fluorescence. inhibition, % at 10 µM. actives 0.036% (n = 340,000). AID 488895;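 active = mean replicate inhibition at least 50% and at least half of replicates individually reaching 50%; inconclusive = only one of the two criteria met; inactive = neither criterion met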;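 note: exported cargo escapes ClpAP degradation while cytoplasmic cargo is degraded and loses fluorescence; 0% = median of neutral control wells and 100% = median of NaSCN control wells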
V-ATPase pHluor = yeast V-ATPase proton transport regulation by pHLuorin; response, % at 10 µM; S. cerevisiae, pHLuorin cytosolic pH fluorescence; actives 0.37% (n = 350,000); in the data active = response mostly above about 7.3%, no sharp cut-off; inactive = mostly below about 5.4%; note: actives read high; inactives centre near 0; some compounds called inactive have numbers as strong as hits; reference of the scale not given here
dFosB activator = activators of mouse delta FosB homodimer; P13346; purified delta FosB, TAMRA-CDK5 oligo fluorescence polarization; percent of positive-control signal above neutral wells; activation, % at 25 µM; actives 0.99% (n = 340,000);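 active = mean activation above about 17%, with every replicate also reaching it, limit read from the data, passing the limit was not always enough; inconclusive = only one of the two conditions met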;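 note: fluorescence polarization rise as delta FosB binds a TAMRA Cdk5 AP-1 oligo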
Rtt109 Vps75 = inhibitors of Candida albicans Rtt109/Vps75 histone acetyltransferase | actives 0.16% (n = 330,000) | Q5AAJ8 | inhibition, % at 34.9 µM | AID 540336 | purified Rtt109/Vps75, ThioGlo CoA-SH fluorescence, 4 h;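 active = inhibition of at least 50% in every replicate; inconclusive = best replicate reaches 50% inhibition but some replicates fall short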
Target sequence (Q5AAJ8 whole entry, looked up): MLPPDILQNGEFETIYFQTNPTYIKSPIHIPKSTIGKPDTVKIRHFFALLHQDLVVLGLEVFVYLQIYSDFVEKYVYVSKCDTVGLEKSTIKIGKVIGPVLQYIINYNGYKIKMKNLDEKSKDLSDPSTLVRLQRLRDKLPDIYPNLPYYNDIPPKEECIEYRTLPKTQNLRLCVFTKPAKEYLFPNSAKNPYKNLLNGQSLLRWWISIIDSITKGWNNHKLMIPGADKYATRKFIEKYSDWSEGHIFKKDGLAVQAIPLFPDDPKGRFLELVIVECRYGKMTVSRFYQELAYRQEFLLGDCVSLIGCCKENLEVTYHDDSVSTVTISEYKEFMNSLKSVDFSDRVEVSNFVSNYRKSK
CAL PDZ FP-2 = human CAL PDZ-peptide interaction inhibition; inhibition, % at 20 µM; actives 0.02% (n = 330,000); AID 504414; purified CAL PDZ, TMR-peptide fluorescence polarization, 1 h; Q9HD26;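 active = highest replicate inhibition of at least 40%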;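 note: plate controls were DMSO neutral control wells for no effect and unlabeled competitor peptide control wells for full effect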
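Assay system – tagged CAL PDZ protein CerCALP, purified · Timing – 1 h at RT · Compound – single point, 20 µM · Measured by – fluorescence polarization from S- and P-plane intensities, G-factor corrected · Evaluation – inhibition from polarization loss · Probe or stimulus – TMR reporter peptide T*-PRC34 · Buffer or medium – pH 7.4 phosphate-saline buffer, reducing agent, detergent, IgG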
MITF TRPM1 HTS = activators of MITF-driven TRPM1 promoter activity in SK-MEL-5 cells. SK-MEL-5 TRPM1-promoter luciferase, 24 h; % of positive control, neutral wells = 0. actives 0.75% (n = 300,000). activation, % at 12.5 µM;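 active = mean activation of at least 80% with every replicate also reaching 80%; inconclusive = mean reaches 80% but some replicate falls short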;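 note: 0% = neutral control wells and 100% = parthenolide positive control wells; values of inactives mirror those of a sister screen read the other way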
Starred values were filed as active, the others as inactive; ? = inconclusive; . = not tested or not shown; & = joins results of further samples.

The line under a structure holds: CDK5 p35 inh | CAL PDZ FP-1 | Wnt bcat act | RTF Ca sens act | Tat transport | V-ATPase pHluor | dFosB activator | Rtt109 Vps75 | CAL PDZ FP-2 | MITF TRPM1 HTS
1) COc1cc(OC)cc(C(=O)N2CCN(c3ccc(N4CCOCC4)nn3)CC2)c1
    -4.5 | -4 | -4 | -4 | -2 | 3 | -4 | -20 | 0.3 | 3
2) Cc1ccc(N2CC(C(=O)N3CCC(C(=O)Nc4cccc(Br)c4)CC3)CC2=O)cc1 (stereo unspecified)
    -3.2 | -1 | -2 | -3 | -1 | 0 | -12 | 10 | -1.9 | .
3) O=C(NCCCn1ccnc1)/C(=C\c1ccco1)NC(=O)c1ccco1
    1.5 | -5 | -1 | -6 | 1 | -3 | 0 | 14 | -2.2 | 7
4) CCOC(=O)Nc1ccc(C(=O)NCC2CCCO2)cc1 (stereo unspecified)
    0.0 | 0 | 3 | 3 | 5 | 4 | 3 | 9 | -0.7 | -1
5) COc1ccc(NC(=O)CC2Oc3ccccc3NC2=O)c(OC)c1 (stereo unspecified)
    -1.2 | -5 | 3 | 15 | -5 | -2 | -4 | -2 | . | -15
6) C=CCN1C=C2C(=O)C(C)(OC(=O)CC)C(=O)C=C2C=C1CCCC (stereo unspecified)
    -0.2 | 1 | -1 | 4 | -4 | 0 | -1 | 1 | 0.0 | 6
7) CCC(=O)c1c[nH]c(C(=O)NCCc2ccccn2)c1
    0.2 | 1 | . | 2 | 3 | 4 | 8 | -5 | -0.1 | 7
8) COc1cc(CCC(=O)OCC(=O)Nc2ccc(C)cc2Br)cc(OC)c1OC
    0.2 | -3 | 1 | 4 | 8 | 5 | -1 | 6 | -6.4 | 12
9) NS(=O)(=O)c1ccc(N2N=C(c3ccccc3)CC2c2cccc(F)c2)cc1 (stereo unspecified)
    0.7 | 5 | 0 | 5 | 2 | 0 | -18 | -57 | 4.3 | 1
10) CCOc1ccc(-n2c(Cc3cc(=O)[nH]c(=O)[nH]3)nnc2SCC(=O)NC2CCCC2)cc1
    2.2 | . | -1 | 2 | -5 | 1 | -5 | 6 | -0.7 | .
11) CC(=O)Nc1ccc(N(CC(=O)NC2CCCC2)C(=O)CCC(=O)Nc2cc(C)on2)cc1
    -1.6 | -2 | 1 | -2 | 6 | 3 | -12 | -8 | -0.5 | 9
12) Cc1ccc(-c2noc(CN(C(=O)Cc3ccccc3)C(C)C)n2)cc1
    -1.5 | -3 | . | -3 | 3 | -4 | -7 | -8 | -1.1 | -3
13) Cc1ccccc1N(CC(=O)NC1CCCCC1)C(=O)CCC(=O)Nc1nccs1
    1.7 | -5 | 0 | -2 | 2 | -2 | -5 | 1 | -3.1 | 3
14) O=C(c1ccccc1F)N1CCN(S(=O)(=O)c2ccc(S(=O)(=O)N3CCCCCC3)cc2)CC1
    1.7 | -1 | 1 | 2 | -6 | -1 | 3 | 1 | 0.7 | 5
15) CS(=O)(=O)c1ccc(Cl)c(NC(=O)COC(=O)CCc2c[nH]c3ccccc23)c1
    1.5 | -5 | 1 | 4 | ? | -1 | -4 | 5 | 0.3 | 15
16) Cc1onc(-c2ccccc2)c1-c1n[nH]c(=S)n1-c1ccccc1
    0.5 | 1 | -3 | 3 | -4 | -1 | 1 | -18 | 2.0 | .
17) COc1cccc(-c2cc3nc(-c4ccccc4)cc(N4CCC5(CC4)OCCO5)n3n2)c1
    -1.2 | -3 | 0 | 7 | 3 | 1 | -7 | -32 | -3.4 | -1
18) Cc1cc(C(=O)CSc2nnc(N)s2)c(C)n1Cc1ccco1
    -0.8 | -1 | 7 | 7 | 2 | 2 | 0 | 12 | -1.3 | 61
19) CC(C)Oc1ccccc1/C=N/NC(=O)c1ccc(F)cc1
    1.4 | 1 | -3 | 0 | 1 | -9 | -2 | 6 | 0.2 | 16
20) CNC(=O)c1cc2cc(Cc3ccccc3Cl)ccc2oc1=O
    2.4 | 3 | 2 | 4 | -1 | 1 | 13 | -10 | -0.3 | 2
21) Cc1occc1C(=O)N/N=C/C=C\c1ccccc1[N+](=O)[O-]
    0.3 | 1 | 2 | . | 0 | -2 | 1 | 5 | -0.2 | 2
22) O=C1CC(NNC(=O)c2cccc(F)c2)C(=O)N1 (stereo unspecified)
    -0.7 | -5 | -2 | 0 | -6 | 0 | -9 | -15 | -1.1 | 2
23) Cc1ccc(S(=O)(=O)NCc2ccc(C(=O)N3CCCC3)cc2)cc1
    0.2 | . | -2 | 5 | 2 | 6 | -9 | -8 | -1.0 | -3
24) COc1ccc(Br)c(C(=O)Nn2c(C)nc3ccccc3c2=O)c1
    0.0 | -2 | 0 | 1 | -6 | 1 | -5 | -3 | -2.6 | -5
25) NC(=O)C1CCN(C(=O)c2ccc(Oc3ccccc3)cc2)CC1
    -4.5 | 2 | -1 | 1 | -9 | -1 | 0 | -4 | -0.7 | 1
26) O=C(Nc1ccc(S(=O)(=O)Nc2nccs2)cc1)c1cc(-c2ccncc2)nc2ccccc12
    -1.7 | -7 | 6 | -1 | 3 | 2 | -26 | 1 | -4.4 | -12
27) CCCCn1c(SCC(=O)N2CCCc3ccccc32)nc2c1c(=O)n(C)c(=O)n2C
    0.5 | -3 | -5 | -4 | 12 | -4 | -10 | 12 | . | 10
28) CCOc1ccc(S(=O)(=O)NCc2ccco2)c2ccccc12
    -0.4 | -3 | -1 | 6 | 7 | -4 | -7 | -7 | -0.9 | -14
29) COC(=O)Nc1ccc(OCc2ccccc2)cc1
    -1.7 | 2 | 16 | 4 | -4 | -1 | -2 | -8 | 0.1 | 54
30) O=C(OCCN1CCCC1)C1(c2ccccc2)CCCC1
    2.1 | 0 | -2 | 2 | -11&1 | -2 | 1 | -3&0 | -0.7 | 22
31) C=CCC1NS(=O)(=O)OC(CCCC)C1O (stereo unspecified)
    -0.3 | 1 | -2 | 10 | 4 | -1 | 0 | 2 | -0.3 | -1
32) N#CC1=C(N)NC(SCC(=O)c2ccc(Cl)cc2)=C(C#N)C12CCCC2
    -2.7 | 2 | -2 | 3 | -4 | -2 | -10 | . | -3.1 | 12
33) O=C(Nc1nc2c(F)cc(F)cc2s1)C1CC(=O)N(Cc2ccco2)C1 (stereo unspecified)
    -0.8 | -1 | -1 | -1 | -1 | -1 | -9 | -3 | -0.1 | 4
34) COc1cc2c(cc1OC)/C(=C/C(=O)c1ccc(F)cc1)NCC2
    0.6 | -4 | -3 | 4 | 7 | -2 | -7 | -1 | -1.3 | 8
35) COc1ccc(Nc2nnc(SCc3cc(=O)n4ccsc4n3)s2)cc1
    -0.4 | 0 | . | 3 | 3 | 5 | -8 | -6 | . | 16
36) CCOC(=O)C1=C(C)NC(C)=C(C(=O)OCC)C1C(=O)OCC(=O)N(C)C
    1.7 | -6 | 0 | 0 | -1 | 0 | -2 | 2 | 1.0 | -8
37) OCc1nn2c(c1Br)NC(c1ccccc1)CC2C(F)(F)F (stereo unspecified)
    -1.4 | . | . | 1 | 4 | 1 | -10 | 7 | -0.6 | 3
38) O=C(C[C@H]1C[C@H](C(=O)N2CCCCC2)[C@@]2(CCc3ccccc3)c3[nH]c4ccc(Cl)cc4c3CCN2C1=O)NCCCn1ccnc1
    1.0 | 2 | -4 | -2 | 1 | 0 | 9 | 2 | -1.5 | -23
39) COc1ccc(NC(=O)c2cc3ccccn3n2)cc1
    4.0 | -1 | 31* | -1 | 10 | 1 | 3 | 3 | 0.4 | .
40) CCC1(CC)C(=O)C2=C3C1[C@H](C(=O)OC)C=C(C(=O)OC)C[C@H]3n1c(=O)n(C)c(=O)n1[C@H]2C (stereo partly specified)
    0.1 | -2 | 1 | 11 | -1 | -3 | 2 | 2 | -0.5 | 24
41) CC(=O)Nc1ccc(NC(=O)CN(c2ccc(C(C)C)cc2)S(=O)(=O)c2ccccc2)cc1
    0.4 | -5 | -2 | -1 | -22 | 5 | 2 | . | 0.2 | 7
42) CCCCOc1ccc(-c2cn3ccccc3n2)cc1[N+](=O)[O-]
    -0.6 | -1 | . | -4 | 3 | -1 | -2 | -9 | -3.0 | 67
43) C=CCN1C(=O)C2(OCCCO2)c2ccccc21
    -0.3 | . | -1 | -4 | 9 | -3 | 6 | -4 | -0.4 | -7
44) Cc1ccc(CNC(=O)c2c(-c3ccccc3)noc2C)cc1
    -1.0 | 0 | -2 | 1 | -4 | 0 | -3 | . | -2.2 | -9
45) CCn1cc(/C=C/C(=O)Nc2ccn(Cc3c(F)c(F)c(F)c(F)c3F)n2)cn1
    0.7 | -1 | 0 | 2 | 0 | -2 | -2 | -5 | -0.7 | 15
46) Cc1ccc(C(C)C)c(OCC(=O)Nc2cccc(S(=O)(=O)NC3=NCCCCC3)c2)c1
    2.8 | 1 | -3 | 0 | -4 | -4 | -8 | 4 | -1.0 | 1
47) CC(C)(C)c1ccccc1NC(=O)c1ccco1
    1.0 | 0 | . | -5 | 2 | -1 | -7 | -12 | -3.5 | 7
48) O=C(CSc1nccn1-c1ccccc1)c1ccc(Br)cc1
    -0.7 | -3 | . | 0 | 6 | 1 | -2 | -2 | -0.3 | 13
49) C[C@@]12C(=O)N(Cc3ccccc3)CC(=O)N1[C@H](/C=C/c1ccccc1)[C@@H]1C(=O)N(c3ccccc3)C(=O)[C@@H]12
    1.0 | -2 | -13 | -5 | -6 | -2 | -15 | -2 | -0.3 | 3
50) O=C1[C@H]2[C@@H](c3ccc(F)cc3)N3C(=O)N(c4cccc(F)c4)C(=O)[C@@]3(Cc3ccc(Cl)cc3)[C@H]2C(=O)N1C1CCCCC1
    0.0 | -3 | -7 | -4 | -1 | -2 | -11 | 6 | 0.6 | -12
51) CC(C)N1CCC(NC(=O)Nc2ccc3c(c2)OCO3)CC1
    -2.9 | 2 | 4 | -9 | 6 | 0 | -8 | . | -2.1 | 14
52) CCN(CC(=O)Nc1c(F)cccc1F)C(=O)/C=C/c1ccc(S(=O)(=O)N2CCCCCC2)cc1
    2.6 | -3 | -3 | 3 | 0 | -9 | -5 | 6 | -2.3 | -14
53) COc1cccc(OCc2cc(C(=O)N(Cc3ccccc3)CC3CC3)no2)c1
    0.7 | -4 | -2 | 2 | 13 | 0 | -6 | 14 | -2.4 | 12
54) COc1ccc(OCCCN2CCCC(C)C2)cc1 (stereo unspecified)
    0.8 | 2 | . | 6 | -4 | -2 | 5 | -3 | -2.5 | .
55) O=C(NNS(=O)(=O)c1ccccc1)c1ccc(F)cc1
    -1.7 | 0 | -1 | -1 | 3 | 0 | -1 | -2 | 0.2 | .
56) CC(NCc1cccc(S(=O)(=O)N(C)C)c1)c1ccc(F)cc1 (stereo unspecified)
    0.2 | -3 | -2 | 10 | -4 | 2 | -6 | -4 | 0.6 | 1

Screening data: PubChem, several laboratories
